Screens deposited in PubChem by ICCB-Longwood Screening Facility, Harvard Medical School.
PV pol inh – poliovirus RNA polymerase inhibition; % elongation, % (compound at 16.7 µg/mL); P03300; poliovirus polymerase elongation, fluorescence polarization; stronger effect = lower value; 0.66% of 150,000 active; in the data active means % elongation below about 90%; further: some results filed as inactive read as strong as hits
Target sequence (P03300 1749-2209 limits assumed): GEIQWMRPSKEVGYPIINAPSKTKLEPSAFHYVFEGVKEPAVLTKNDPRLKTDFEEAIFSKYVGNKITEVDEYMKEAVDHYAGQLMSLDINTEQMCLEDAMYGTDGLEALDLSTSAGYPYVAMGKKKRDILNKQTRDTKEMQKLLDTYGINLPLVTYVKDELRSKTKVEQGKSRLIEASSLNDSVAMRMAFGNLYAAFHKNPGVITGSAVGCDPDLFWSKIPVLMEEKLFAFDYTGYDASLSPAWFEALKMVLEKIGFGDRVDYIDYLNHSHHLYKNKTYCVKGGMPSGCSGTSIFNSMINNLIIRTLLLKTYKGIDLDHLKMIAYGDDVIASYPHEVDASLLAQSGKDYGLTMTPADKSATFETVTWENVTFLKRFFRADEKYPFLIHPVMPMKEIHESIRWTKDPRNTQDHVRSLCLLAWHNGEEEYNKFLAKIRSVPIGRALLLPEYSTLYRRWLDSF
PV pol inh FP z-score – also measured in PV pol inh; calls as there; z-score; measured here: FP z-score; hits read low
Active calls of the source: *; & = joins results of further samples. Not all compounds are listed, so the mix of outcomes need not match the whole.

smiles,PV pol inh,PV pol inh FP z-score
O=C(Nc1ccc2c(c1)OCO2)c1ccncc1,101,-0.3
Cc1nn(C2CCS(=O)(=O)C2)c(C)c1CN(C)c1ncnc2sccc12 (stereo unspecified),118,2.1
CC1(C)C2CCC13CSN1OC13C2 (stereo unspecified),102,0.1
O=C(Nc1nc(-c2ccccc2)ns1)c1ccc(Cl)cc1,103,-0.3
CN(Cc1ccccc1Cl)C(=O)c1ccc(O)c(Cl)c1,104,0.2
Cc1[nH]nc2cc(F)ccc12,101,0.1
COc1ccc2c(c1)c(=O)oc1c(C)c3occ(C)c3cc12,102,0
O=C(CSc1ccccc1C(=O)N1CCc2ccccc21)NCc1ccco1,108,0.9
Cc1ccc(NC(=O)CCNS(=O)(=O)c2ccc(Br)s2)cc1,104,0.1
CCOC(=O)c1ccccc1NC(=O)c1sc2nc3n(c(=O)c2c1C)CCCCC3,103,-0.6
Cc1ccc(CNC(=O)c2sc3nc4n(c(=O)c3c2C)CCCCC4)cc1,105,-0.2
CCOc1ccc(OCC)c(Nc2nc3ccc(C)cc3n3nnnc23)c1,106,1.9
CC(/C=C/c1ccc(N(C)C)cc1)=N\N=C(/N)SC1CC(=O)N(c2ccccc2)C1=O (stereo unspecified),104,1.2
Cc1ccc(C(=O)Nc2cccc(-c3nc4ccccc4o3)c2)cc1,105,0.8
COc1cccc(CNCc2c(C(=O)O)c(C)n(Cc3ccc(F)cc3Cl)c2C)c1OC,104,-0.4
CC(C)N(C(=O)Cc1cccs1)C(C)C,101,-0.5
CC(C)(C)C(=O)OC1=CN(Cc2ccccc2)S(=O)(=O)c2ccccc21,108,0.4
O=C(Nc1ccc2nc(SCC(=O)N3CCc4ccccc43)sc2c1)c1ccccc1,100,-1.6
O=C1O[C@@H]2C[C@H]3C[C@@H]2[C@@H]1[C@H]3C(=O)Nc1ccc(C(=O)N2CCCCC2)cc1,101,-0.3
CC1CC(C)CN(C(=O)C(Cc2ccccc2)NS(=O)(=O)c2cccc3nsnc23)C1 (stereo unspecified),102,0.3
O=C(NC1CCCC1)c1nc(-c2ccc(Cl)cc2)n2c1CCCCC2,104,0.4
O=C(CSc1nnc(NCc2ccccc2)s1)N1CCOCC1,103,0.1
C=CCN1C(=O)S/C(=C/c2ccc(OC)c(OCC)c2)C1=O,101,-0.1
CC1CCCN(CCC(=O)c2ccc(Br)cc2)C1 (stereo unspecified),98,-1.2
O=C(OC(C(=O)Nc1cc(C(F)(F)F)ccc1Cl)c1ccccc1)c1cccnc1 (stereo unspecified),103,0.5
Cc1ccc(C)n1-c1ccc(C(=O)NC2CCC(O)CC2)cc1 (stereo unspecified),104,0.9
O=C(OCC(=O)C12CC3CC(CC(C3)C1)C2)c1cccs1,100,-0.5
O=C(Nc1c(-c2cccs2)nc2ccccn12)C(c1ccccc1)c1ccccc1,103,0.4
CCCC(=O)C1C(=O)C=C(C)OC1=O (stereo unspecified),99,0.1
Cc1cc(C(=O)CSc2nc(N)c(C#N)cc2C#N)c(C)n1-c1ccc2c(c1)OCO2,109,-0.1
Cn1cnc2onc(C(=O)Nc3ccc(F)cc3)c2c1=O,103,1.6
O=C(c1ccc(Cl)cc1)N1CCCC(c2nc(-c3ccc(Cl)cc3)no2)C1 (stereo unspecified),103,0.6
COc1cccc(-c2nc(=S)c3c(o2)CCCC3)c1,99,-0.8
COc1ccc(-c2noc(-c3ccc(Cl)c(Cl)c3)n2)cc1,103,0.3
O=c1ccnc2n1COCS2,100,-0.1
CN(C(=O)CSc1ccc(C(F)(F)F)cn1)c1c2c(nn1C)CCCC2,110,0.8

5 of the compounds above, with values under each structure.
Below each compound: PV pol inh, PV pol inh FP z-score
> Cc1ccc(C)n1-c1ccc(C(=O)NC2CCC(O)CC2)cc1 (stereo unspecified)
→ 104, 0.9
> CN(C(=O)CSc1ccc(C(F)(F)F)cn1)c1c2c(nn1C)CCCC2
→ 110, 0.8
> O=C(OCC(=O)C12CC3CC(CC(C3)C1)C2)c1cccs1
→ 100, -0.5
> COc1ccc(-c2noc(-c3ccc(Cl)c(Cl)c3)n2)cc1
→ 103, 0.3
> O=c1ccnc2n1COCS2
→ 100, -0.1

Other structures.
smiles,PV pol inh,PV pol inh FP z-score
COc1cc(C(=O)NCCCc2nc3ccccc3[nH]2)cc(OC)c1OC,101,-0.1
COc1ccc2nc(NC(=O)c3cc(=O)c4cc(C)c(C)cc4o3)sc2c1,111,0.7
Cc1ccc(C)c(NC(=O)Cn2c(=O)n(CC(=O)NCCc3ccccc3)c(=O)c3ccccc32)c1,106,-0.6
O=C(c1cccc(Cl)c1)N1CCCc2ccccc21,105,0.8
COC(=O)c1cc(OC(=O)c2nn(-c3ccccc3)nc2C)n(-c2ccccc2)n1,106,0.2
O=C(O)/C=C/c1ccc(Cn2ccnc2)cc1,100,0.1
O=C(Cn1c2ncccc2c(=O)n1-c1ccccc1)NCc1ccccc1Cl,106,0
COc1ccc(Cl)cc1Nc1nc2cc(C)ccc2cc1C#N,102,-0.2
Cc1cccc(NCN2C(=O)S/C(=C/c3ccc(N(C)C)cc3)C2=O)c1,102,0.2
O=C(OCC(=O)N1CCCCC1)c1ccc(S(=O)(=O)N2CCCCC2)cc1,103,-0.1
COCC(C)n1c(SCC(N)=O)nc2ccccc2c1=O (stereo unspecified),87,-1.8
Cc1cccc(C)c1NC(=O)c1nc(S(C)(=O)=O)ncc1N(Cc1ccc(C(C)(C)C)cc1)Cc1ccco1,114,1.5
CCS(=O)(=O)Nc1ccc(Br)cn1,106,0.4
O=C(/C=C/N1CCOCC1)c1cccs1,103,0
COc1ccc2c(Sc3ccc(C)cc3)c(C(=O)NCCc3ccccc3)[nH]c2c1,103,-0.9
Cc1cccc(C)c1NC(=O)Cn1c(=O)n(Cc2ccccc2)c(=O)c2c(C)c(C(=O)N(C)C)sc21,101,-1
COc1ccc(-c2nc(CS(=O)(=O)c3ccc(F)cc3)no2)cc1OC,100,-0.9
FC(F)(F)c1ccccc1/C=N\N1CCN(c2ccccc2)CC1,106,1
COc1ccccc1NC(=O)Cc1noc(COC(=O)c2ccc(SC)cc2OC)n1,97,-0.5
Cc1ccc2c(c1)-c1ncc(C(=O)c3cc(Br)ccc3O)cc1CO2,100,-1.3
COc1cc2c(cc1OC)C(CC(=O)O)c1cc(OC)c(OC)cc1C(=O)C2 (stereo unspecified),96,-0.4
Cc1cc(O)c(C(=O)/C=C/N(C)C)c(=O)o1,101,-0.3
O=C(COCC(=O)c1ccccc1)Sc1nc2ccccc2o1,104,0.1
CN(C)/C=N/n1cnnc1,97,-0.1
COCCn1c(C)cc(O)c(C(c2ccccc2Cl)N2CCCCC2)c1=O (stereo unspecified),113,1.1
O=C1c2ccccc2C2(O)NC(=S)NC12O (stereo unspecified),100,-0.1
O=P1(c2ccccc2)C=CCC1 (stereo unspecified),102,0.2
COc1cc(OC)c(OC)cc1CNCc1cccnc1,99,-0.6
Cc1ccc(-n2c(SCc3cccc(F)c3)nc3[nH]ncc3c2=O)cc1C,106,0.3
CN1C(=O)CN(C2CCCCC2)C1=O,104,0.6
CC(=O)Nc1ccc(-c2cc(C(=O)O)nc3n[nH]c(-c4ccccc4)c23)cc1,102,-0.3
COCCNC(=O)C12CC3CC(C1)CC(C(=O)NCCOC)(C3)C2,105,0.4
CC1CCN(C=C(S(=O)(=O)c2ccccc2)S(=O)(=O)c2ccccc2)CC1,100,0
COc1ccc(OC)c(C2=NOC(C(=O)N(C)C3CCCCC3)C2)c1 (stereo unspecified),100,-0.4
CCC(=O)N1CCCc2cc(S(=O)(=O)CCC(=O)Nc3ccc(CC)cc3)ccc21,103,0.5
O=C(Nc1ccc(F)cc1Cl)C1CCN(c2ncnc3c2nc2n3CCCCC2)CC1,106,0
CCCCNC(=O)C1CCCN(c2nnc(C)c3c(C)n(-c4ccc(Cl)cc4)nc23)C1 (stereo unspecified),101,-0.8
COc1cc(C(=O)N(Cc2ccc(C(C)C)cc2)C2CCS(=O)(=O)C2)cc(OC)c1OC (stereo unspecified),103,-0.5
O=C1c2ccccc2C(=O)N1/N=C/c1ccc2c(c1)OCCO2,102,0.1
C/C(N)=C(/C#N)C(=O)CSc1nc(C)cs1,98,-0.4
CCOC(=O)Cc1csc2nc3sc4c(c3c(=O)n12)CCCC4,106,0.4
CCc1ccc(NC(=O)CN(c2ccc(C)cc2)S(=O)(=O)c2cccc3nonc23)cc1,102,0.8
CCCCCC1CC(CC(=O)Nc2nncs2)C(=O)O1 (stereo unspecified),103,0.4
Cc1noc(C)c1CSc1ncccc1C(=O)Nc1ccc2c(c1)OCCO2,109,0
NNC(=O)c1ccc2c(=O)[nH][nH]c(=O)c2c1,102,0.1
C#CCn1nnc(-c2cc(C(F)(F)F)cc(C(F)(F)F)c2)n1,103,0.3
O=c1ccnc(SCc2cn3ccccc3n2)[nH]1,99,-0.3
Cc1nc(C(N)=O)c(N)n1CCO,105,0.3
Cc1ccc2c(c1)NC(C(F)(F)F)(C(F)(F)F)NC2=O,102,0
COC1(C(F)(F)F)NC(=O)N(c2ccc(F)cc2)C1=O (stereo unspecified),105,0
C=CCNC(=O)C1CC(=O)N(c2ccc(OCC(=O)N3CCCC3)cc2)C1 (stereo unspecified),104,0
CCOCCCNC(=O)c1cc2c(-c3ccc(OC)c(OC)c3)nn(C)c2s1,100,-0.5
N#C/C(=C/c1ccc2c(c1)OCO2)c1ccc(Cl)cc1Cl,107,0.4
CCOC(=O)N1CCC(NC(=O)Cn2ncc3c(=O)oc4ccccc4c32)CC1,102,0.5
Clc1snnc1CN1CCOCC1,102,-0.1
O=C(Oc1ccccc1F)c1nc(SCc2ccccc2F)ncc1Cl,99,-1.3
NC(=O)COc1ccc2oc(-c3ccccc3)cc(=O)c2c1,101,-0.4
COc1ccc(S(=O)(=O)n2nc(-n3c(C)ccc3C)c3c(F)cccc32)cc1OC,107,1
CCc1ccc(-n2nc(C)c3c2NC(=O)CSC3c2ccccc2C)cc1 (stereo unspecified),105,-0.3
Cc1sc(NC(=O)C2c3ccccc3Oc3ccccc32)c(C(=O)OC(C)C)c1C,107,0.4

At a glance, some entries already given.
smiles,PV pol inh,PV pol inh FP z-score
Clc1snnc1CN1CCOCC1,102,-0.1
O=C(Oc1ccccc1F)c1nc(SCc2ccccc2F)ncc1Cl,99,-1.3
NC(=O)COc1ccc2oc(-c3ccccc3)cc(=O)c2c1,101,-0.4
COc1ccc(S(=O)(=O)n2nc(-n3c(C)ccc3C)c3c(F)cccc32)cc1OC,107,1

Further records follow:
smiles,PV pol inh,PV pol inh FP z-score
CN1CCN(Cn2c(=S)oc3ccccc32)CC1,103,0.2
COc1ccc(NC(=O)CC2NCCNC2=O)c(OC)c1 (stereo unspecified),102,-0.8
Cc1ccc(CN2CCSc3ccc(C(=O)NCc4ccc(OC(C)C)cc4)cc32)cc1,108,-0.5
Clc1cccc(-n2ncc3c(N4CCC(Cc5ccccc5)CC4)ncnc32)c1,114,1.3
CNc1ccc2oc(C[C@@H]3OC4(CC[C@@H]3C)O[C@H](C(C)C(=O)c3ccc[nH]3)[C@H](C)C[C@H]4C)nc2c1C(=O)O (stereo partly specified),104&101,1.1&0.4
COc1ccc(-c2cc(C(=O)Oc3ccc(C)c(C)c3)c3ccccc3n2)cc1,101,-0.5
O=C(c1ccc2c(c1)C(=O)N(CC1CCCO1)C2=O)c1ccc2c(c1)C(=O)N(CC1CCCO1)C2=O (stereo unspecified),99,-0.3
COc1ccc(S(=O)(=O)N2CCN(c3ccccc3OC)CC2)cc1,106,0.6
CN(CC(=O)O)c1ncc(-c2nnnn2-c2ccccc2)c(-c2ccccc2Cl)n1,108,0.5
OC1CCCN(Cn2nc(-c3ccccc3)n(-c3ccc(F)cc3F)c2=S)C1 (stereo unspecified),106,0
CC1S/C(=C\c2nc3ccccc3s2)NC1=O (stereo unspecified),114,1.4
O=C(CSc1cccc(-c2ccccc2)n1)c1cccs1,119,1.7
Cc1ccc(P(=O)(N2CCOCC2)N2CCOCC2)o1,111,0.5
Cc1cc(C)n(C(=O)NC2CCCCC2)n1,103,0.7
O=C(c1ccc2sc(=S)[nH]c2c1)N1CCCC1,99,-0.4
COc1cccc(/C=N/c2nnc(C)s2)c1O,101,0.2
Cc1ccccc1-c1nn[nH]n1,100,-0.2
CC(C#N)Sc1nnc2ccccn12 (stereo unspecified),108,0.7
Cc1ccc(-n2ccnc2SCC(=O)NC(=O)C2COc3ccccc3O2)c(C)c1 (stereo unspecified),105,0.4
Oc1c(/C=C2\C=Nc3ccccc32)sc(=Nc2ccccc2)n1C1CCCC1,108,0.5
Cc1ccc2[nH]c(O)c(N=NC(=O)Cc3cn4ccsc4n3)c2c1,96,-0.5
CC(=O)SC1CC(=O)N(c2ccc(C(F)(F)F)cc2)C1=O (stereo unspecified),101,0
Cc1ccc(OCc2nc(-c3ccc(C(=O)N4CCN(c5ccc(Cl)cc5)CC4)cc3)oc2C)cc1,107,-0.8
COc1cccc(CNC(=O)C(NS(=O)(=O)c2ccc3nc(C)sc3c2)C(C)C)c1 (stereo unspecified),108,0.4
COc1ccccc1CNC(=O)CSC1=NCCS1,106,0.5
CNC(=S)NCCCN1CCN(c2ccc(F)c(Cl)c2)CC1,102,0.4
